Bioassay records as filed in PubChem BioAssay.
EPAC2 ag – EPAC2 (human) agonism; Q8WZA2; EPAC2 activation, biochemical qHTS; response scale: 100% = 6.5 mM cAMP response; Potency, µM (series often up to 154 µM), for inactives: top-dose activation, actives largely listed as activators; hit rate 0.079% among 360,000; AID 720711; note: nearly all actives have a fitted effect of over 50% in size
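Compounds were added across a concentration range to EPAC2 (100 nM), RAP1B-BODIPY-GDP (250 nM) and GDP (50 uM). After 5 min at room temperature, fluorescence was recorded at 5-min intervals for 30 min.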
TDP-43 yeast inh – rescues yeast growth from TDP-43 toxicity | TDP-43 expressing yeast growth rescue, BacTiter-Glo, 24 h | Potency, µM (doses to about 46.1 µM), for inactives: at the top dose growth rescue (activation), hits mostly activators | hit rate 1.8% among 410,000 | AID 652104; note: % of control where 0% means no effect; nearly all actives have a fitted effect of over 50% in size
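In this qHTS, compounds that restore growth of yeast expressing TDP-43 appear as activators. Cells (OD600=0.02, galactose medium, raffinose-pregrown) are incubated with compound 24 hr at 30 deg C and growth is quantified by BacTiter-Glo.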
EPAC1 antagonist – EPAC1 (human) antagonism | O95398 | hit rate 0.14% among 360,000 | AID 720709 | Potency, µM (titrated, usually from 115 µM), for the others: at the highest dose activity change, negative = inhibition, most hits filed as inhibitors | EPAC1 GEF assay, Rap1b-BODIPY-GDP exchange fluorescence;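 note: plate controls were vehicle for no effect and positive control for full effect; nearly all actives have a fitted effect of over 50% in size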
Target sequence (O95398 whole entry, looked up): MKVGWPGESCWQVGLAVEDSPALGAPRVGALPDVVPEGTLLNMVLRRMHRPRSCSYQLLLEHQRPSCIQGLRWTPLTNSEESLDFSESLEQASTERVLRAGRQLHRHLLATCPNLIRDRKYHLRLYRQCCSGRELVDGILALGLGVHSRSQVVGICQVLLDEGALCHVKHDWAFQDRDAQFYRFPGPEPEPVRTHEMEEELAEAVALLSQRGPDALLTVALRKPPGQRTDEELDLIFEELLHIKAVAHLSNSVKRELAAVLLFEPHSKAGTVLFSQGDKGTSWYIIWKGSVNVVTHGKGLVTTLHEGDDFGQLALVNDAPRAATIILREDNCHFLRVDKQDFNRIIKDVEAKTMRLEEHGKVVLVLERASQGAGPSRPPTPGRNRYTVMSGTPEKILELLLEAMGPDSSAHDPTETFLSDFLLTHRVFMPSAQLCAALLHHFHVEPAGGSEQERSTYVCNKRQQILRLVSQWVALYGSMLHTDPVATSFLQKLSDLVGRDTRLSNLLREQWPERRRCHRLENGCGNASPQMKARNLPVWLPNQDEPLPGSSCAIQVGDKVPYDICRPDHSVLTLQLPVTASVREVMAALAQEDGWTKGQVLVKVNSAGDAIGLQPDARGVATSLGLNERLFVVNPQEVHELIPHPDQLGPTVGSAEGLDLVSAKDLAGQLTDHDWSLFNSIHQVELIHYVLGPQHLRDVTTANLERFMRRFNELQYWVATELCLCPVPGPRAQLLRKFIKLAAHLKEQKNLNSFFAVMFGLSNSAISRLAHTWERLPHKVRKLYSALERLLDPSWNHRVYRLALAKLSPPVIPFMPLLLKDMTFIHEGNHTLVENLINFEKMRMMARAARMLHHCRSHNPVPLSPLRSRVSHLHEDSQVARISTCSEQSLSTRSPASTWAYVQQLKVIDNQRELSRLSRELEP
aSyn yeast inh – inhibitors of alpha-synuclein toxicity in yeast. Yeast expressing alpha-synuclein, growth rescue, BacTiter-Glo, 24 h. Potency, µM (top dose mostly 46.1 µM), for the others: at the highest dose growth rescue (activation), usual class: activators. hit rate 0.14% among 370,000; note: % of control where 0% means no effect; nearly all actives have a fitted effect of over 65% in size
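Galactose-induced alpha-syn yeast (OD600=0.02, raffinose-pregrown) + pinned cpd, 24 hr, 30 deg C; growth by BacTiter-Glo luminescence. Growth restoration scores as activation.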
EPAC2 antagonist – blocks human EPAC2 exchange factor | Q8WZA2 | EPAC2 GEF exchange of Rap1B-BODIPY-GDP, fluorescence | Potency, µM (top dose mostly 114 µM), inactives show at the highest dose activity, negative = inhibition, hits mostly inhibitors | hit rate 0.18% among 360,000; note: % is set by controls: 0 for no effect and ±100 for the full control effect; nearly all actives have a fitted effect of over 45% in size; many of its hits are not listed in these tables
FUS suppressor – FUS proteinopathy suppression in yeast | hit rate 0.24% among 390,000 | S. cerevisiae FUS-expressing, growth rescue, OD600, 24 h | Potency, µM (top dose mostly 76.6 µM), for the others: at the highest dose growth rescue (activation), usual class: activators;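 note: plate controls were DMSO vehicle for no effect and reference control for full effect; nearly all actives have a fitted effect of over 55% in size; some results filed as inactive show a strong effect at the top dose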
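Quantitative HTS measuring growth restoration of FUS-toxic yeast. Galactose-induced cells (OD 0.005) were exposed 24hr at 30C to compounds at several concentrations, then absorbance at 600 nm was recorded.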
PTHR1 ag – activates the human parathyroid hormone receptor PTHR1; Q03431; HEK293 GP2 PTHR1 cells, GloSensor cAMP luminescence, 1 h; Potency, µM (titrated, usually from 115 µM), inactives show top-dose activation, actives largely listed as activators; hit rate 0.075% among 410,000; note: nearly all actives have a fitted effect of over 55% in size; some results filed as inactive show a strong effect at the top dose; inactives centre near -15; many of its hits are not listed in these tables
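HEK-293-derived GP2 cells expressing PTHR1 and a GloSensor cAMP reporter, 3,000/well, plated overnight, given luciferin plus IBMX (each 0.5 mM as added) for 1 h at 37 °C, then compound for 1 h at 37 °C. Luminescence was read after 15 min at room temperature.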
EPAC1 ag – agonists of human EPAC1; AID 720707; O95398; Potency, µM (top dose mostly 154 µM), inactives show at the highest dose activation, hits mostly activators; EPAC1 agonist qHTS, biochemical assay; response scale: 100% = response to 6.5 mM cAMP; hit rate 0.073% among 360,000; note: nearly all actives have a fitted effect of over 60% in size
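Read-out is the fluorescence drop as BODIPY-GDP leaves Rap1B (480 nm excitation, 540 nm emission), recorded every 5 minutes over 30 minutes. Reactions held 100 nM EPAC1, 250 nM Rap1B–BODIPY-GDP and 50 uM GDP, with 6.5 mM cAMP setting full activation.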
Starred values were filed as active, the others as inactive; i = inactive; ? = inconclusive; · = no result given; [ ] = another dose, or the depositor's remark. Calls come from the whole dose curve; as a rule, active = well fitted curve in the direction sought with a large enough effect; inconclusive = small, poorly fitted or top-dose-only effect, or another doubt; inactive = no such curve, though single readings can be large; an effect the other way counts as inactive or inconclusive. Potency is the fitted concentration of half-maximal effect.

Below each SMILES – EPAC1 antagonist, TDP-43 yeast inh, EPAC2 antagonist, PTHR1 ag, FUS suppressor, aSyn yeast inh, EPAC1 ag, EPAC2 ag
- O=c1sc2ccccc2n1COc1ccc(Cl)cc1
 : 5.8%, ?, 6.5%, -6.7%[57.5 µM], -3.9%, -2.1%, 5.7%, 10.9%
- CC(=O)c1c(N2CCOCC2)nc(=S)n(Cc2ccccc2)c1C
 : 6.7%, 19.5%, -2.1%, -18.5%, ·, -6.7%, 6.7%, 2.9%
- CCN(CC)S(=O)(=O)c1ccc(OCC(=O)NC2CCS(=O)(=O)C2)c([N+](=O)[O-])c1 (centres undefined)
 : -10.2%, -5.7%, 8.1%, i, -2.3%, 5.6%, 2.4%, 1.8%
- CCc1cc2c(=O)n3c(nc2s1)-c1[nH]c2ccc(OC)cc2c1CC3
 : 3.4%, 6.5%, 3.4%, i, ·, 2.2%, -2.2%, 0.2%
- COc1cc(NC(=O)c2cc3c(=O)n(C)c4ccccc4c3n2C)cc(OC)c1OC
 : 0.2%, 16.5%, 7.3%, i, 8.4%, -3.6%, -14.3%, -2.4%
- COc1ccccc1-c1n[nH]c(=S)n1-c1ccccc1
 : -7.7%, 2.4%, 2.0%, i, 8.1%, -1.3%, 0.0%, -7.4%
- O=C(O)Cc1sc(-c2ccccc2Cl)nc1-c1ccccc1
 : -11.5%, -13.4%[0.397 µM], -5.2%, i, 4.2%, -57.6%[inhibitor], -13.4%, -4.7%
- COc1ccc(-c2cc(CCCC(=O)NCCc3ccccc3)no2)cc1
 : -2.8%, 12.4%, 0.3%, i, 8.4%, -4.1%, -2.4%, 2.8%
- O=C(Nc1cccc2ccccc12)N(CCO)C1CCS(=O)(=O)C1 (centres undefined)
 : -10.3%, -40.2%[inhibitor], -23.1%, ?, -7.1%, -7.2%, 7.0%, 8.3%
- Cc1ccc(CNC(=O)CC2Sc3ccccc3NC2=O)cc1 (centres undefined)
 : 3.6%, -8.3%, 5.7%, i, -19.5%, 1.0%, -1.0%, 2.3%
- O=C(O)CC/C(=N/NC(=O)c1cccs1)c1ccccc1
 : -6.9%, -6.3%, -7.6%, i, ·, 7.6%, -8.9%, -2.5%
- Cc1nn(-c2ccccc2)c2c1CC(=O)Nc1ccccc1-2
 : -2.6%, 5.6%, 15.4%, -9.4%, ·, -2.1%, -7.5%, -1.3%
- CCO[C@H]1OC(C(=O)N2CCCCCCC2)=C[C@@H](c2coc3ccccc3c2=O)[C@@H]1CCCO
 : 5.7%, 5.1%, 6.6%, -28.9%, 11.2%, 9.6%, -2.1%, -1.1%
- COC(=O)c1c(-c2ccccc2)csc1NC(=O)C1CC=CCC1C(=O)O (centres undefined)
 : -8.1%, -10.8%, 5.4%, 4.5%, 20.2%, -1.4%, 4.2%, -1.8%
- O=c1/c(=C/c2ccco2)sc2n1CN(c1ccccc1)CN=2
 : 0.9%, -9.6%, 5.3%, i, -0.2%, -2.4%, 2.9%, 5.1%
- O=C(CCS(=O)(=O)c1cc2c(cc1Cl)NC(=O)CO2)NCc1ccc(F)cc1
 : 2.9%, 9.2%, 1.5%, -15.5%, 2.6%, -6.4%, 2.5%, 6.0%
- Cc1cc(NC(=O)c2cc(C)on2)n(-c2ccccc2)n1
 : -1.0%, 21.3%, 7.0%, i, -11.7%, 7.3%, 7.0%, 13.3%
- O=C(Nc1ccccn1)c1ccc(Cl)c(S(=O)(=O)N2CCOCC2)c1
 : -18.8%, 11.1%, -2.6%, -17.8%, ·, 1.1%, 12.5%, 2.8%
- O=C(NNc1c2ccccc2nc2ccccc12)c1cccc(O)c1
 : -17.0%, 1.7%, -23.7%, -23.3%, ·, -8.7%, -5.1%, -1.6%
- CC(C)CC(O)C1CCN(C(=O)CCc2nnc(-c3ccc4c(c3)OCO4)o2)CC1 (centres undefined)
 : -0.1%, 26.5%, 12.0%, -11.4%, ·, 2.9%, 8.8%, -2.1%
- CCc1nc2ccc(C(=O)NCCN3CCNC3=O)cn2c1N(CC)CCOC
 : 4.9%, 28.3%, 15.5%, i, -19.2%, -5.8%, 5.1%, 6.3%
- COc1cc(C)c(NC(=O)Cc2ccsc2)cc1OC
 : -16.8%, -7.3%, 9.7%, i, -13.4%, -0.4%, 8.2%, 12.7%
- Cc1ccc(-n2c(N)c(-c3nc4ccccc4n3C)sc2=S)cc1
 : -5.1%, -30.8%[inhibitor], 4.6%, i, 9.6%, -28.0%, 7.5%, 13.8%
- Cc1ccc2nc(/C(C#N)=C\c3cc(C)n(-c4cccc([N+](=O)[O-])c4)c3C)[nH]c2c1
 : -1.4%, -5.5%, -4.9%, ?, ?, 9.9%, 10.6%, 3.9%
- Cc1ccccc1NC(=S)NCCc1c[nH]c2ccccc12
 : -22.3%, -3.6%, -3.4%, -20.4%, 15.8%, 15.5%, -9.1%, 3.5%
- COC(=O)C1=C(CSc2nc3ccccc3s2)NC(=O)NC1c1ccc(F)cc1 (centres undefined)
 : -9.1%, ?, -5.7%, -29.3%, 5.4%, 0.2%, 13.3%, 4.7%
- Cc1noc(C)c1CCC(=O)N1CCCC(N2CCN(c3ccc(F)cc3)CC2)C1 (centres undefined)
 : -4.7%, 9.6%, 5.3%, -49.8%, ·, 0.4%, -1.5%, 1.2%
- CCOCCOC(=O)c1[nH]c2c(c1C)C(=O)CC(c1ccc(N(C)C)cc1)C2 (centres undefined)
 : ?, 1.1%, -0.3%, -61.6%, 5.5%, 6.4%, 4.7%, 11.8%
- CCc1ccc(N2CC(C(=O)OCC(=O)Nc3ccc(C#N)cc3)CC2=O)cc1 (centres undefined)
 : -1.8%, 20.7%, -13.7%, i, 12.6%, 0.5%, 11.7%, 10.9%
- CCN1CCN(CCCNC(=O)c2ccc3c(=O)n(CCc4ccccc4)c(=O)[nH]c3c2)CC1
 : -10.2%, 0.0%, -7.1%, 9.5%, -22.9%, 2.5%, 2.8%, -1.0%
- CCc1ccc(NC(=O)CCCOc2cc(=O)n(C)c3ccccc23)cc1
 : -19.9%, -12.7%, 7.9%, -12.5%, 13.4%, 1.6%, -10.5%, -2.0%
- COCc1ccc(CN2CCCC(CO)(Cc3ccccc3C)C2)o1 (centres undefined)
 : 10.4%, -7.6%, -3.7%, -0.9%, 6.2%, 0.1%, 3.4%, 11.3%
- CCN1CCN(c2ccc(N=Cc3ccccc3O)cc2)CC1
 : -17.7%, 9.3%, 4.3%, -5.2%, -11.9%, 3.7%, 3.0%, 4.7%
- CC1CCCCN1S(=O)(=O)c1ccc(S(=O)(=O)N2CCN(c3ccccc3)CC2)cc1 (centres undefined)
 : 11.1%, -8.8%, 7.7%, -6.1%[57.5 µM], -7.2%, -6.0%, -7.5%, -2.9%
- Nc1cc(-c2cccc(Br)c2)nn1Cc1ccccc1
 : -12.2%, ?, -5.4%, -4.3%, ·, 12.5%, -5.2%, 6.7%
- CN(C)c1ccc(S(=O)(=O)N2CCC(Cc3ccccc3)CC2)cn1
 : -11.6%, 20.9%, 4.3%, -24.7%, 33.8%, 5.0%, 6.9%, -5.6%
- CC(C)Oc1ccc(C(=O)N/N=C/c2ccc(-c3ccc(S(=O)(=O)Nc4ncccn4)cc3)o2)cc1
 : ?, 8.0%, -6.3%, -24.6%[57.5 µM], ?, 2.4%, -4.1%, -14.0%
- CCCCN(C(=O)Cn1nnc2ccccc21)C(C(=O)NCCOC)c1ccc(OC)cc1OC (centres undefined)
 : 6.5%, -6.6%, 9.7%, i, 20.1%, 7.8%, -5.3%, 1.5%
- Cc1nc2cc(NC(=O)N3CC4(C)CC3CC(C)(C)C4)ccc2n1C (centres undefined)
 : 11.6%, -12.9%, -1.7%, -3.7%, -12.6%, -5.4%, 8.2%, -7.1%
- CS(=O)(=O)N1CCN(c2ccc(NC(=O)c3ccc(Br)o3)cc2)CC1
 : -27.8%, -4.3%, -0.9%, -15.1%, 24.8%, -12.0%, -10.2%, -9.5%
- C=CCn1c(=S)sc2c(=O)[nH]cnc21
 : 6.0%, 0.8%, 7.5%, -14.9%, -21.3%, -3.2%, 4.6%, 8.1%
- O=C(CSc1nc2ncc(Cl)cc2[nH]1)NC1CCS(=O)(=O)C1 (centres undefined)
 : -14.0%, 11.9%, 6.3%, i, 8.8%, -2.3%, 3.8%, 9.4%
- CCC(NC(=O)c1cccc(Cn2cc([N+](=O)[O-])cn2)c1)c1ccc(C(C)C)cc1 (centres undefined)
 : -22.8%, -24.0%, ?, i, 29.1%, -1.4%, 26.2%, 9.0%
- CCOP(=O)(OCC)C(NC(=O)c1cc([N+](=O)[O-])cc([N+](=O)[O-])c1)C(F)(F)F (centres undefined)
 : -21.0%, -15.7%, 5.0%, i, 4.5%, 6.4%, 13.7%, 4.8%
- CC(C)NCC(O)COC1C2CC3CC(C2)CC1C3 (centres undefined)
 : -4.4%, -8.9%[9.22 µM], 1.8%, i, 5.5%, 1.1%, -0.1%, 0.6%
- Cc1ccc(C)c(CN2C(=O)COc3ccc(C(=O)c4ccccc4C(=O)O)cc32)c1
 : -5.1%, -3.8%, -5.0%, -5.2%, 22.7%, 10.4%, 11.2%, 5.8%
- CN(C(=O)c1cccc(NC(=O)Cc2ccc(NC(=O)C3CCCN(C(=O)CCc4ccccc4)C3)cc2)c1)C1CCCC1 (centres undefined)
 : 5.6%, 11.2%, -0.1%, -3.9%, ?, 5.8%, 3.5%, 4.2%
- Cc1cc(OCc2cc(C(=O)NCc3cc(C(C)C)no3)no2)cc(C)c1Cl
 : -28.3%, -6.0%, -13.3%, -80.6%[inhibitor], 18.6%, -5.6%, -3.5%, 4.4%

Sorted by formula weight (low to high): part of the list above.
Below each SMILES – EPAC1 antagonist, TDP-43 yeast inh, EPAC2 antagonist, PTHR1 ag, FUS suppressor, aSyn yeast inh, EPAC1 ag, EPAC2 ag
- Cc1nc2cc(NC(=O)N3CC4(C)CC3CC(C)(C)C4)ccc2n1C (centres undefined)
 : 11.6%, -12.9%, -1.7%, -3.7%, -12.6%, -5.4%, 8.2%, -7.1%
- CCOP(=O)(OCC)C(NC(=O)c1cc([N+](=O)[O-])cc([N+](=O)[O-])c1)C(F)(F)F (centres undefined)
 : -21.0%, -15.7%, 5.0%, i, 4.5%, 6.4%, 13.7%, 4.8%
- CC(C)Oc1ccc(C(=O)N/N=C/c2ccc(-c3ccc(S(=O)(=O)Nc4ncccn4)cc3)o2)cc1
 : ?, 8.0%, -6.3%, -24.6%[57.5 µM], ?, 2.4%, -4.1%, -14.0%

A portion of the library, so the mix of outcomes need not match the whole.
